# USP1-UAF1 inh – USP1/UAF1 (human) deubiquitinase inhibition. Potency, µM (doses to about 57.1 µM), inactives show at the highest dose activity change, negative = inhibition, most hits filed as inhibitors. hit rate 0.23% among 390,000. AID 743255. recombinant USP1/UAF1, Ub-Rhodamine cleavage fluorescence; note: potency is the fitted concentration of half-maximal effect; % is set by controls: 0 for no effect and ±100 for the full control effect; nearly all actives have a fitted effect of over 60% in size; inactives centre near -12
#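 1 nM enzyme complex + cpd, 15 min RT; start with Ub-Rho 150nM final; kinetic fluorescence ex 480/em 540, 6 reads q60 s. Buffer 50mM HEPES pH 7.8, 0.5mM EDTA, 0.1 mg/ml BSA, 1mM TCEP, 0.01% Tween-20.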
# TrxR1 substrate – rat thioredoxin reductase 1 substrate activity. O89049. Potency, µM (titrated, usually from 114 µM), without a hit: at the highest dose activity change, negative = substrate turnover. AID 588456. hit rate 0.01% among 390,000. purified TrxR1 substrate turnover, NADPH consumption readout; note: potency is the fitted concentration of half-maximal effect; % is set by controls: 0 for no effect and ±100 for the full control effect; nearly all actives have a fitted effect of over 50% in size
#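 Rat TrxR1, dispensed at 90 nM, was prereduced with 400 uM NADPH (final) for 5 min at ~22 deg C, then incubated with compound 15 min before 400 uM selenite. A first-read NADPH fluorescence drop versus no-compound background flagged substrates.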
# LDHA block – blocks human lactate dehydrogenase A | activity change, % (values are at about 110 or 230 µM) | purified LDHA, NADH/diaphorase-resazurin fluorescence; stronger effect = lower value | P00338 | hit rate 0.15% among 480,000 | AID 1347041; in the data active = activity change below about -30%; inconclusive = mostly about -25% to -30%;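 note: plate controls were DMSO wells for no effect and wells without enzyme for full effect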
#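 LDH5 2 nM; NADH 0.06 mM, pyruvate 0.2 mM; 200 mM Tris pH 7.4, EDTA, Tween-20; 5 min RT. Detection: diaphorase 0.133 mg/mL + resazurin 37 µM, fluorescence ex540/em590 at 0 and 20 min; normalized to enzyme-free and DMSO wells.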
# Glioma ERSR ind – ER stress response induction in glioma; hit rate 0.02% among 420,000; Potency, µM, inactives show top-dose activation, most hits filed as activators; U87-MG GRP78 promoter luciferase reporter, 16 h; AID 602332; note: potency is the fitted concentration of half-maximal effect; series mostly up to about 76 µM; % of control where 0% means no effect; nearly all actives have a fitted effect of over 35% in size
#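 ERSR induction read as luciferase luminescence (Bright-Glo, 10 min at room temperature) in stably transfected human U87-MG glioma cells exposed to compounds for 16 h, using GRP78 as sensor.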
# Vif-A3F inh – inhibitors of Vif-A3F interaction; HeLa A3F-eYFP + Vif (tagged APOBEC3F with the HIV-1 protein that degrades it), YFP fluorescence increase; Potency, µM (series often up to 46.1 µM), for inactives: at the top dose activity, negative = active; hit rate 0.2% among 390,000; AID 602313; note: potency is the fitted concentration of half-maximal effect; % of control where 0% means no effect; nearly all actives have a fitted effect of over 65% in size
#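 Fluorescence increase (Ex 488/Em 500-530) after overnight compound treatment at 37 deg C flags inhibition of Vif-driven A3F-eYFP loss in stable HeLa A3F-eYFP/Vif cells seeded overnight beforehand.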
# PI4K2A block – blocks human PI4K2A kinase activity; purified PI4K2A, ADP-Glo luminescence, 1 h; stronger effect = lower value; activity change, negative = inhibition, % at 76.9 µM; hit rate 0.13% among 420,000; AID 1346378; in the data active = activity change below about -50%; inconclusive = mostly about -30% to -49%;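 note: -100% = wells without enzyme as full effect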
#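 PI4K2A activity was measured by ADP-Glo luminescence: enzyme (4 ug/mL stock) and phosphatidylinositol (1.2 mM stock) in Tris pH 7.5/MgCl2/EGTA/Triton X-100 buffer were reacted with ATP (300 microM stock) for one hour at ambient temperature.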
# Vif-APOBEC3G blk – Vif-A3G binding inhibition | HeLa A3G-eYFP + Vif (tagged APOBEC3G with the HIV-1 protein that degrades it), YFP fluorescence, overnight | Potency, µM (highest dose often 46.1 µM), inactives show at the top dose activity, negative = active, usual class: inhibitors | hit rate 0.076% among 410,000 | AID 602310;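 note: potency is the fitted concentration of half-maximal effect; % is set by controls: 0 for no effect and ±100 for the full control effect; nearly all actives have a fitted effect of over 60% in size; hits raise eYFP signal because A3G escapes Vif-driven loss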
# Target sequence (Q9HC16 whole entry, looked up): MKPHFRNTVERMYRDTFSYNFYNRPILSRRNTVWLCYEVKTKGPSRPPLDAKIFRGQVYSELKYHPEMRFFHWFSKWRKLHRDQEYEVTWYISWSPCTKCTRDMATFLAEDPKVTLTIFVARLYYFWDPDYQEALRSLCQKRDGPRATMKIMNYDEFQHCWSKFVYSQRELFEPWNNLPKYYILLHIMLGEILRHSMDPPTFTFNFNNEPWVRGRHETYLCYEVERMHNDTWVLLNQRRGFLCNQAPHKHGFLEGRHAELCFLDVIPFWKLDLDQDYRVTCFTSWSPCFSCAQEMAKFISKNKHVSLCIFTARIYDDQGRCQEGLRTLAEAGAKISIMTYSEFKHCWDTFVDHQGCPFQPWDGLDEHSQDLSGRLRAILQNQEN
#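 HeLa cells stably expressing Vif and C-terminally eYFP-tagged A3G, seeded overnight at 37 deg C, then exposed to compound by pintool overnight at 37 deg C. Rise in yellow fluorescence (Ex 488/Em 500-530, Acumen) marks blocked Vif-driven A3G degradation.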
# RXFP1 ag – activates the human relaxin receptor RXFP1 | Potency, µM (highest dose often 57.5 µM), for inactives: top-dose activation, usual class: activators | hit rate 0.3% among 370,000 | HEK293T-RXFP1 cAMP TR-FRET, 30 min; response scale: percent of porcine relaxin response, buffer zero | AID 2676 | Q9HBX9; note: potency is the fitted concentration of half-maximal effect; % is set by controls: 0 for no effect and ±100 for the full control effect; nearly all actives have a fitted effect of over 60% in size; many of its hits are not listed in these tables
#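 HEK293 cells stably expressing RXFP1, treated 30 min at 37C with compounds plus PDE4 inhibitor Ro 20174; cAMP measured by HTRF TR-FRET. Normalized to buffer and 29 nM porcine relaxin; EC50 by Hill fit.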
# IDH1 R132H inh – human IDH1 R132H inhibition. Potency, µM (series often up to 76.6 µM), inactives show at the top dose activity change, negative = inhibition, most hits filed as inhibitors. hit rate 0.093% among 390,000. IDH1-R132H enzyme, NADPH consumption, diaphorase/resazurin fluorescence; note: potency is the fitted concentration of half-maximal effect; % is set by controls: 0 for no effect and ±100 for the full control effect; nearly all actives have a fitted effect of over 65% in size
# Target sequence (O75874 whole entry R132H, stated change not applied): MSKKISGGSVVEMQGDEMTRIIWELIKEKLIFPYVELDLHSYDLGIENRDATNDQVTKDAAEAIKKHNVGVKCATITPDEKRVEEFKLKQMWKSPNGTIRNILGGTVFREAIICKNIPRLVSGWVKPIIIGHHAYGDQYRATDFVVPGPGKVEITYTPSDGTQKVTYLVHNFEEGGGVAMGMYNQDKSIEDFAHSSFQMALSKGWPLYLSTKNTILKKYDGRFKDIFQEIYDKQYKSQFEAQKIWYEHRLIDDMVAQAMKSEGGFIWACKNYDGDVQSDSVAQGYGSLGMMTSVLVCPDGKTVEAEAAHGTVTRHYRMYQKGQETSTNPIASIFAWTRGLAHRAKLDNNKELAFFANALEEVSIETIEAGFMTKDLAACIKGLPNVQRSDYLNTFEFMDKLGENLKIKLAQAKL
#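 IDH1-R132H (0.5 ug/mL dispensed) in pH 7.5 Tris buffer was preincubated 30 min with compound, then given a substrate mix of 0.016 mM NADPH and 2 mM alpha-KG for 80 min at room temperature; remaining NADPH was read by diaphorase/resazurin fluorescence.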
# * marks the source's active call; other numbers are inactive results; ? = inconclusive; . = no result given; & = joins results of further samples; [ ] = another dose, or the depositor's remark. Unless noted, calls come from the whole dose curve; as a rule, active = well fitted curve in the direction sought with a large enough effect; inconclusive = small, poorly fitted or top-dose-only effect, or another doubt; inactive = no such curve, though single readings can be large; an effect the other way counts as inactive or inconclusive. The list is partial; count on the stated rates, not on these rows.
SMILES,USP1-UAF1 inh,TrxR1 substrate,LDHA block,Glioma ERSR ind,Vif-A3F inh,PI4K2A block,Vif-APOBEC3G blk,RXFP1 ag,IDH1 R132H inh
Cc1cn([C@H]2C[C@H](O)[C@@H](CNCc3ccccc3OCCCN3CCOCC3)O2)c(=O)[nH]c1=O,?,.,-4,-4%,-6%,-2,0%,.,-4%
O=C(NNC(=O)c1ccccc1-n1cccc1)c1ccc(Cl)c(Cl)c1,-10%,-8%[57.1 µM],-1,-3%,-1%,-3,-7%,1.8%,7%
CN(CCN1CCOCC1)C(=O)c1cc(COc2ccc(F)c(F)c2)on1,2%,-5%,-9,4%,-11%,0,-1%,-0.4%,2%
O=C(NCC1OCCc2ccccc21)C1COc2ccccc2O1 (stereo not drawn),-15%,8%[57.1 µM],-10,-3%,0%,-6,-6%,-0.5%,3%
COc1ccc(N2CC(C(=O)Nc3c4c(nn3-c3ccc(OC)cc3)CS(=O)(=O)C4)CC2=O)cc1 (stereo not drawn),-11%,1%,9,-3%,6%,2,0%,1.2%,11%
CCNC(=O)C1CC(=O)OC12CCCCC2 (stereo not drawn),7%,-16%[57.1 µM],1,-5%,-11%,0,0%,-1.3%,-10%
O=C(NNc1cc(N2CCCC2)nc(N2CCCC2)n1)c1ccc([N+](=O)[O-])cc1,-25%,-6%,3,-3%,1%,-3,2%,-0.3%,-20%
O=C1CCN(Cc2ccccc2)C=C1c1ccc(Cl)cc1,0%,-4%,-4,-6%,-6%,-3,-6%,.,5%
Fc1ccc(-c2ccc(CNCc3ccccn3)o2)cc1,-20%,-2%,-4,0%,13%,6,-4%,0.8%,6%
CN(C(=O)CSc1n[nH]c(N)n1)C1CCCCC1,1%,-1%,-3,-4%,0%,-10,-1%,.,-14%
Cc1ccc(NC(=O)CSc2nc(O)c(Cc3ccccc3)c(=O)n2-c2ccccc2)cc1,-16%,4%[57.1 µM],-11,2%,2%,10,-5%,0.3%,-1%
COc1cc(NC(=O)CC2C(=O)OCCN2Cc2ccccc2)cc(OC)c1 (stereo not drawn),5%,0%,-4,-1%,3%,-4,-1%,3.3%,4%
CC(C)N(Cc1ccccc1)C(=O)CN1C(=O)NC(Cc2ccccc2)(c2ccccc2)C1=O (stereo not drawn),-9%,-13%,-1,-3%,-9%,1,0%,-0.4%,5%
COc1ccccc1-c1c(NC(=O)c2ccco2)n(C)c2ccccc2c1=O,-17%,-2%,-13,-4%,8%,6,1%,1.4%,-6%
N#CCCn1nc2c(c1N)CCC2,-5%,11%[57.1 µM],-3,-2%,15%,-2,-1%,.,-2%
CSc1nc(Oc2ccc(F)cc2F)cc(C(F)(F)F)n1,-2%,4%[57.1 µM],0,0%,-1%,0,-4%,1.4%,6%
Cc1ccccc1N1CCN(CCC(=O)Nc2ccc(F)cc2)CC1,-23%,3%,0,-7%,-1%,-1,?,-2.5%,-3%
COC(=O)C1CCN(C2CN(Cc3ccc(C)cc3)S(=O)(=O)C2)CC1 (stereo not drawn),.,.,-10,-3%,.,0,-1%,.,.
COc1ccc(NC(=O)CSCC(=O)Nc2cccc(S(=O)(=O)N3CCCCCC3)c2)cc1,-3%,-10%,-3,3%,-7%,-10,0%,-2.1%,-5%
CCC1CCCCN1C(=O)CCc1nnc(Cc2cc(OC)ccc2OC)o1 (stereo not drawn),-13%,5%,-7,12%,7%,9,0%,-4.6%,3%
Cc1cc(C)c2nc(N3CCC(C(=O)N4CCN(C(=O)c5ccco5)CC4)CC3)sc2c1,-4%,9%[57.1 µM],-2,-5%,-12%,-3,-13%,0.0%,5%
COc1cccc(NC(=O)C2CCN(S(=O)(=O)c3ccc4c(c3)NC(=O)CO4)CC2)c1,-23%,-3%,-2,-4%,1%,8,-1%,-1.2%,-3%
COCCC(=O)NC1CCCc2c1cnn2-c1cccc(C)c1C (stereo not drawn),1%,9%[57.1 µM],-8,-5%,7%,-1,1%,-0.6%,10%
Cn1c(=O)n(C)c2cc(C(=O)Nc3ccc4c(c3)OCO4)ccc21,-3%,1%,-2,9%,-13%,5,-1%,-0.8%,6%
Cc1ccc(C)c(-n2c(SCC(=O)NCC3CCCO3)nnc2-c2ccoc2C)c1 (stereo not drawn),-22%,3%,4,-3%,1%,-2,-10%,0.2%,3%
CC1CCCCN1CC(=O)Nc1ccc2c(c1)OCO2 (stereo not drawn),-8%,1%,-15,-2%,-3%,-19,-4%,1.5%,-4%
C#CCN(C)Cc1ccccc1,-7%,3%[57.1 µM],-5,-2%&-3%&-4%,3%,-3&-4&0,0%,0.0%,22%
COc1cc(C)c(Br)cc1S(=O)(=O)N1CCCC1,-4%,5%[57.1 µM],2,-3%,2%,-4,0%,0.6%,7%
CC(=O)NS(=O)(=O)c1ccc(NS(=O)(=O)c2ccccc2[N+](=O)[O-])cc1,-18%,8%,-8,-2%,-9%,1,4%,-1.5%,2%
O=C(Nc1ccc(Cl)c(-c2nc3cc(Cl)ccc3o2)c1)c1cc([N+](=O)[O-])ccc1N1CCOCC1,-10%,-6%,-5,3%,5%,-3,-2%,-3.1%,32%
COc1ccc(C(CNC(=O)c2cc(S(=O)(=O)N3CCCCC3)ccc2C)N2CCCC2)cc1 (stereo not drawn),-18%,5%[57.1 µM],1,-3%,-4%,-9,-2%,.,3%
COc1cccc(NC(=O)CSc2nnc3ccc(-c4ccccn4)nn23)c1,-5%,20%,-4,-2%,?,-1,0%,0.4%,-3%
COCCCNC(=O)c1cc(Nc2ccc(OC)cc2OC)nc2ccccc12,-9%,-2%,-2,-3%,-4%,3,1%,-3.1%,1%
O=C(Nc1ccc2nc(SCCOc3ccccc3)sc2c1)c1cccs1,-30%,-1%,0,3%,2%,1,1%,3.9%,13%
CCOc1cc(C(=O)Nc2ccc(C(=O)NCCN(CC)CC)cc2)ccc1OCC(=O)N1CCOCC1,-20%,2%[57.1 µM],-3,-3%,-6%,1,4%,0.7%,0%
CCOc1ccccc1NC(=S)N1CCCCCC1,-20%,11%,-5,-4%,-1%,-1,3%,1.2%,-2%
CCOC(=O)c1c(NC(=O)COC)sc(C)c1C,6%,-7%,0,-1%,-2%,0,-1%,3.2%,-2%
COc1ccc2cc(CCC(C)=O)ccc2c1,?,3%,-12,1%&-1%&-1%,-12%,0&-1,1%,-0.9%,7%
CCOC(=O)c1c(C)[n+](-c2ccc(C)cc2)c(CC)c2cc(OC)c(OC)cc12,-20%,98%[activator],-2,-5%,-1%,-5,3%,0.0%,4%
NC(=O)CCc1nc2cc(C(F)(F)F)ccc2n(Cc2ccccc2)c1=O,-23%,-5%,-4,-3%,11%,3,0%,0.2%,4%
O=C(CSc1n[nH]c(=O)n1C1CC1)Nc1ccc(F)c(Cl)c1,-10%,-3%,-14,-4%,-7%,-4,2%,.,-7%
COc1ccc(CC(=O)OCC(=O)Nc2cccc(C(C)=O)c2)cc1OC,-7%,-4%[57.1 µM],-1,-6%,-20%,-2,4%,-0.1%,1%
COC(=O)CNC(=O)CNC(=O)Nc1ccccc1,-15%,-2%,-4,-1%,-21%,2,2%,-0.9%,-3%
COc1ccccc1N1CCN(C(=O)C(=O)c2c(C)n(C)c3ccccc23)CC1,-15%,-1%,-15,-5%,-3%,-2,?,-0.5%,-11%
CCCCCC(=O)OCc1ccc(C2=CC(=O)CC(C)(C)C2=O)cc1,-20%,.,3,0%,0%,0,6%,.,2%
CCn1c(SCCN2CCCCC2)nc2c1c(=O)n(C)c(=O)n2C,-13%,2%,0,-2%,-28%,-3,1%,.,0%
CCN1CCN(c2nc3sc4c(c3c(=O)n2-c2ccc(OC)cc2)CCCCC4)CC1,-8%,1%,1,-4%,-11%,0,1%,1.4%,2%
N/C(=N\OC(=O)C1CCCCC1)c1cccnc1,-10%,7%,-3,2%,-3%,2,1%,2.3%,4%
CCN1CCN(Cc2cc(=O)oc3ccc(Cl)cc23)CC1,-8%,8%[57.1 µM],-3,-4%,0%,2,-1%,1.1%,1%
Cc1cc(C(=O)N/N=C/C=C/c2ccc([N+](=O)[O-])cc2)n[nH]1,-5%,-5%,-4,-3%,11%,1,-9%,1.0%,14%
Cc1ccc(S(=O)(=O)NCCSc2nnnn2-c2cc(C)ccc2C)cc1,-25%,-3%[57.1 µM],-4,-9%,-3%,1,4%,2.8%,6%
Cc1cc(C)c(NC(=O)COC(=O)Cn2nc(-c3ccccc3)oc2=O)c(C)c1,-2%,-8%,-4,-4%,-9%,5,-2%,.,10%
CC(C)OC(=O)CC(=O)CSc1nc2c(cc1C#N)CCCCC2,-21%,26%[57.1 µM],2,-1%,-1%,1,-5%,1.9%,2%

# An excerpt of these results, with values under each structure:
# Every second line gives: USP1-UAF1 inh	TrxR1 substrate	LDHA block	Glioma ERSR ind	Vif-A3F inh	PI4K2A block	Vif-APOBEC3G blk	RXFP1 ag	IDH1 R132H inh
- C#CCN(C)Cc1ccccc1
    -7%	3%[57.1 µM]	-5	-2%&-3%&-4%	3%	-3&-4&0	0%	0.0%	22%
- COc1cc(C)c(Br)cc1S(=O)(=O)N1CCCC1
    -4%	5%[57.1 µM]	2	-3%	2%	-4	0%	0.6%	7%

# Source: PubChem
